Source: PubChem BioAssay
GLD-1 RNA inh: GLD-1/TGE RNA complex disruptors, primary screen, biochemical, fluorescence polarization; purified GLD-1 + fluorescein TGE RNA; inhibition, % at 5.96 µM; 320,000 tested, 0.44% active; AID 2280, 2010;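 active means percent inhibition above a per-plate cutoff, the plate mean of test compounds plus 3 SD, cut at about 30% in these data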;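 further: 0% = DMSO wells with GLD-1 and probe and 100% = wells lacking GLD-1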
MEX-5 binding: MEX-5 zinc finger RNA-binding disruptors – biochemical, C. elegans, fluorescence polarization, MLPCN library, primary screen. Zinc finger protein mex-5 (Caenorhabditis elegans), Q9XUB2. MEX-5/FITC-TCR2 RNA binding; stronger effect = lower value. activity score (negative = inhibition of binding), % at 10 µM. 300,000 tested, 0.38% active. AID 1832, 2009;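 active means inhibition past about -25% in most replicates, and total fluorescence under double the plate's negative control median, limit read from the data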;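 further: 0% = DMSO and -100% = 5 µM competing unlabeled TCR2 RNA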
AGP1-GFP MLPCN: modulators of AGP1-GFP expression in yeast TOR pathway, primary screen, cell-based, multiplex flow cytometry, S. cerevisiae, MLPCN library | 3 h; GFP as percent of DMSO wells | GFP response vs DMSO, % at 10 µM | 320,000 tested, 0.02% active | AID 2066, 2009;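 active means GFP response relative to DMSO above a set limit, near screen average plus 3 SD, cut at about 150% in these data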;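 further: median GFP channel fluorescence of the gated AGP1 strain per well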
CIT2 TOR yeast: modulators of CIT2-GFP expression in yeast, primary screen, S. cerevisiae, GFP fusion, multiplex flow cytometry, MLPCN library | S. cerevisiae CIT2-GFP strain, 3 h; 100 means same as DMSO wells | GFP response vs DMSO, % at 10 µM | 320,000 tested, 0.065% active | AID 2029, 2009;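 active means GFP response relative to DMSO above a set limit, near the screen mean plus 3 SD, cut at about 150% in these data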;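 further: ratio of well median GFP fluorescence to mean of DMSO wells on the plate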
Fam108B inh: mouse Fam108B serine hydrolase inhibitors, primary screen, counter-screen for RBBP9 inhibitor project, biochemical, fluorescence polarization. recombinant Fam108B, FP-Rh probe fluorescence polarization. inhibition, % at 9.51 µM. 300,000 tested, 0.33% active;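 active means inhibition above the screen mean inhibition plus 3 SD, computed separately per campaign, cut at about 18% in these data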;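 further: inhibitors lower polarization as less probe binds the enzyme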
MCL1 BIM primary: inhibitors of MCL1 binding to BIM-BH3, primary screen, biochemical, fluorescence polarization; GST-MCL1 / FITC-Bim-BH3 fluorescence polarization; inhibition, % at 10.9 µM; 320,000 tested, 0.68% active; AID 2057, 2009;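 active means inhibition above the mean inhibition of all tested compounds plus 3 SD, set per campaign, cut at about 40% in these data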;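 further: 0% = DMSO wells and 100% = unlabeled Bim-BH3 peptide control; higher means more loss of mP so more displacement of Bim peptide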
Target sequence (Q07820 whole entry, looked up): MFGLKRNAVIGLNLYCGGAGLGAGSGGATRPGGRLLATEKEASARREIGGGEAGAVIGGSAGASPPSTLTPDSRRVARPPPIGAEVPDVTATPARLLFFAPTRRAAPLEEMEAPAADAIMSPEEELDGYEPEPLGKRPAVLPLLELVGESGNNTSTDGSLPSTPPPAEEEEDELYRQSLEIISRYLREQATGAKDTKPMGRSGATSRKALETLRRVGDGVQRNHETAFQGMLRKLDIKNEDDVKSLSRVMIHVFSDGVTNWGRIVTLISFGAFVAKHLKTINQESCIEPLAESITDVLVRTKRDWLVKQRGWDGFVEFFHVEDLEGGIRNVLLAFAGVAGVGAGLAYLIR
VLA-4 inh: inhibition in human VLA-4 binding assay, primary screen, VLA-4 allosteric modulator project, MLPCN library, flow cytometry, VLA-4 expressing cells; Integrin alpha-4 (Homo sapiens), P13612; ligand binding flow cytometry; inhibition, % (about 7 µM as worked out from the volumes in the protocol); 330,000 tested, 0.2% active; AID 2557, 2010; in the data active means inhibition above about 50%
GRK2 aptamer HTS: compounds blocking aptamer binding on GRK2 – biochemical, human GRK2, bead flow cytometry, HTS, primary screen | inhibition of aptamer binding, % at 10 µM | Beta-adrenergic receptor kinase 1 (Homo sapiens), P25098 | AID 488847, 2010 | 330,000 tested, 0.59% active | FAM-aptamer displacement from GRK2;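 active means inhibition of aptamer binding above 40%, roughly 3 SD of noise, on plates passing a quality check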;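 further: median bead fluorescence of bound FAM aptamer so fluorescent compounds give negative values; no value below 0 was filed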
Target sequence (P25098 whole entry, looked up): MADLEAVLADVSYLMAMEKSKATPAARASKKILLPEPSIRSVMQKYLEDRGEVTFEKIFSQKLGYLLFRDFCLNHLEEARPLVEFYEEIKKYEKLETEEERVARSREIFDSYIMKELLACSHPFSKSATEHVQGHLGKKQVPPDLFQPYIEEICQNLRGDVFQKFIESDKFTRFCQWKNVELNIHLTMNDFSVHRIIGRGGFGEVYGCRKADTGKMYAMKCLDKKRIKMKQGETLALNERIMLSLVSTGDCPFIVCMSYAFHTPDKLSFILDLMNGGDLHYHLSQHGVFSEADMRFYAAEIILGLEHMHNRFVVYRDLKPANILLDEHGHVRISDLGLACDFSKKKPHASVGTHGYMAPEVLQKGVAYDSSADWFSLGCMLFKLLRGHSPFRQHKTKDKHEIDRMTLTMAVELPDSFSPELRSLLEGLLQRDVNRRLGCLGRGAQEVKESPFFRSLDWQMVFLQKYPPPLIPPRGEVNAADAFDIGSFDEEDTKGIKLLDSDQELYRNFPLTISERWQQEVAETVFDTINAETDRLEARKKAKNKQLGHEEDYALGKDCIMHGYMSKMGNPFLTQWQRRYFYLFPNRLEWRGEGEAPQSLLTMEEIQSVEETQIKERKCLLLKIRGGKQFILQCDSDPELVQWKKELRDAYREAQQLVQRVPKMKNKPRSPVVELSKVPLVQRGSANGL
Bcl-xL primary: inhibitors of human Bcl-xL, primary screen, biochemical, fluorescence polarization, HTS | 320,000 tested, 0.7% active | GST-Bcl-xL / FITC-Bim BH3 peptide fluorescence polarization | Bcl-2-like protein 1 (Homo sapiens), Q07817 | inhibition, % at 10.9 µM;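 active means inhibition above the mean of all tested compounds plus 3 SD, cutoff set per campaign, cut at about 30% in these data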;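 further: 0% = DMSO wells and 100% = unlabeled Bim-BH3 peptide competitor; inhibitors lower millipolarization by displacing the labeled peptide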
Starred values were filed as active, the others as inactive; . = not tested or not shown.

SMILES | GLD-1 RNA inh | MEX-5 binding | AGP1-GFP MLPCN | CIT2 TOR yeast | Fam108B inh | MCL1 BIM primary | VLA-4 inh | GRK2 aptamer HTS | Bcl-xL primary
CCC(C)C(=O)Nc1ccc(S(=O)(=O)Nc2nccs2)cc1 (stereo unspecified) | 13.2 | -3.6 | 99.7 | 102.8 | -2.3 | -1.8 | 1.0 | 0.0 | 6.5
O=C(NCCCc1ccccc1)C1CCN(S(=O)(=O)c2ccc(F)cc2)CC1 | 1.6 | 1.4 | 109.7 | 114.9 | -2.0 | 5.7 | 1.1 | 10.0 | 6.2
Cc1nc(N)nc(SCc2ccc([N+](=O)[O-])cc2)c1N | 9.3 | 1.0 | 98.4 | 103.6 | -6.1 | 20.6 | -33.4 | 0.0 | 14.9
O=C(CCS(=O)(=O)c1ccc(Cl)cc1)Nc1ccccc1Br | 6.8 | -0.8 | 97.1 | 97.7 | -0.7 | -2.0 | 13.7 | 0.0 | -2.5
O=C(COC(=O)Cn1cnc2ccccc21)Nc1cccc([N+](=O)[O-])c1 | -1.1 | 0.5 | 88.8 | 92.5 | -3.3 | -9.6 | 25.1 | 3.0 | 1.1
O=S(=O)(c1ccccc1)c1cc(O)ccc1O | 4.1 | 0.9 | 104.6 | 99.5 | -2.5 | -2.6 | -9.7 | 0.0 | 9.4
COc1ccc(S(=O)(=O)N2CCN(C(=O)CCSc3ccccc3)CC2)cc1 | 3.9 | . | 96.3 | 93.4 | . | 3.5 | -1.2 | 1.0 | -6.0
CNc1ccccc1C(=O)OCC(C)=O | 8.5 | -0.2 | . | . | 1.8 | -1.5 | . | . | -1.0
COc1ccc(CNC(=O)/C=C/c2ccccc2[N+](=O)[O-])cc1 | 0.1 | -0.6 | 93.6 | 95.3 | -1.0 | 12.4 | 7.8 | 0.0 | 2.9
Cc1nc2ccccn2c1C(=O)NNS(=O)(=O)c1ccc(Cl)cc1 | 5.0 | -1.7 | 126.8 | 110.1 | -3.7 | 1.6 | -1.0 | 0.0 | 3.2
COc1ccc(S(=O)(=O)N2CCCCC2)cc1NC(=O)CSc1ncccn1 | 0.4 | . | 105.6 | 98.2 | . | -6.1 | 7.7 | 0.0 | -2.7
Cc1nn(-c2ccccc2)c2c1C(c1ccc(O)c(O)c1)N1C(=N2)C(Nc2ccccc2)=Nc2ccccc21 (stereo unspecified) | 94.9* | -0.9 | 22.2 | 82.0 | -4.6 | 70.0* | -15.4 | 9.0 | 64.2*
CC(OC(=O)CN1C(=O)NC2(CCCC2)C1=O)c1ccc(F)cc1 (stereo unspecified) | 7.0 | . | 95.7 | 100.2 | . | 1.3 | 7.4 | 0.0 | 0.5
COc1ccc(/C=N/N2CCOCC2)cc1COc1ccc(Cl)cc1 | 3.6 | -2.0 | 95.0 | 92.8 | -2.1 | -4.6 | -4.2 | 1.0 | 6.8
CC(C)(C)OC(=O)NCCCC[C@H](NC(=O)c1nc[nH]c1C(=O)NCc1ccc(CNC(=O)OC(C)(C)C)cc1)C(=O)OC(C)(C)C | 5.5 | 0.4 | 83.9 | 76.2 | -6.5 | -3.5 | 5.8 | 0.0 | -1.6
Cc1ccc(N(Cc2cc(=O)[nH]c3ccccc23)C(=O)C(C)C)c(C)c1 | -14.8 | -0.1 | 105.4 | 100.9 | -0.3 | 0.8 | -13.8 | 2.0 | 3.5
Cn1nnnc1SC(C(=O)Nc1cccc(C(F)(F)F)c1)c1ccccc1 (stereo unspecified) | 4.1 | 0.9 | 102.6 | 99.7 | 5.1 | -5.3 | 0.0 | 0.0 | -2.7
c1ccc(-c2cn(-c3ccccc3)c3[n+]2CCCS3)cc1 | -8.0 | -0.4 | 94.2 | 92.9 | 0.0 | 7.9 | 9.5 | 0.0 | 0.5
CCOc1cc(NC(=S)NCCCN(C)C)c(OCC)cc1NC(=O)c1cccs1 | -0.6 | -0.6 | 97.2 | 89.7 | 4.4 | 11.8 | 0.5 | 0.0 | 6.8
Cc1ccc(S(=O)(=O)N(C)C)cc1NC(=O)COC(=O)c1n[nH]c(=O)c2ccccc12 | 2.1 | -0.8 | 98.5 | 95.7 | -3.4 | -6.0 | 6.7 | 0.0 | -1.9
CC(C)(C)C1=CC(=O)C(N2CCOCC2)=CC1=O | 13.2 | -0.4 | 99.4 | 99.2 | 4.2 | 4.3 | 0.7 | 2.0 | 1.7
COc1cc(C(=O)N/N=C/c2cn(Cc3cccc(F)c3)c3ccccc23)ccc1O | . | 0.2 | 85.7 | 83.7 | . | . | 8.3 | 5.0 | .
CCOc1ccc(C(=O)/C=C/Nc2ccc(S(=O)(=O)Nc3cc(C)nc(C)n3)cc2)cc1 | -5.1 | -1.2 | 92.8 | 100.5 | -0.5 | -4.1 | -3.5 | 6.0 | -4.9
COc1ccc(N2CC(C(=O)N(C)CC(=O)Nc3ccc(Cl)c(C(F)(F)F)c3)CC2=O)c(OC)c1 (stereo unspecified) | -1.2 | 0.7 | 104.6 | 112.3 | -1.2 | 9.1 | 18.4 | 2.0 | 4.3
CC(OC(=O)CCCSc1nc2ccccc2s1)C(=O)NC(N)=O (stereo unspecified) | -1.2 | -1.3 | 99.6 | 92.3 | -0.9 | -0.6 | 11.4 | 1.0 | -2.5

The last 3 records of the section before come first, to join the parts.
SMILES | GLD-1 RNA inh | MEX-5 binding | AGP1-GFP MLPCN | CIT2 TOR yeast | Fam108B inh | MCL1 BIM primary | VLA-4 inh | GRK2 aptamer HTS | Bcl-xL primary
CCOc1ccc(C(=O)/C=C/Nc2ccc(S(=O)(=O)Nc3cc(C)nc(C)n3)cc2)cc1 | -5.1 | -1.2 | 92.8 | 100.5 | -0.5 | -4.1 | -3.5 | 6.0 | -4.9
COc1ccc(N2CC(C(=O)N(C)CC(=O)Nc3ccc(Cl)c(C(F)(F)F)c3)CC2=O)c(OC)c1 (stereo unspecified) | -1.2 | 0.7 | 104.6 | 112.3 | -1.2 | 9.1 | 18.4 | 2.0 | 4.3
CC(OC(=O)CCCSc1nc2ccccc2s1)C(=O)NC(N)=O (stereo unspecified) | -1.2 | -1.3 | 99.6 | 92.3 | -0.9 | -0.6 | 11.4 | 1.0 | -2.5
CCN(CC)c1ccc(/C=C2\C(=O)N(c3nnc(C)c(=O)[nH]3)N=C2C)cc1 | -21.6 | -11.0 | 99.5 | 101.2 | 2.9 | -63.8 | -16.0 | 3.0 | -38.3
COc1cccc(N(CC(=O)NCC2CCCO2)C(=O)CNS(=O)(=O)c2ccccc2)c1 (stereo unspecified) | 37.7* | 1.8 | 99.8 | 104.7 | -5.3 | 35.6 | 0.8 | 2.0 | 41.0*
c1ccn2cc(-c3ccc4c(c3)OCO4)cc2c1 | 0.2 | -4.2 | 106.9 | 103.0 | -0.2 | 5.1 | -12.3 | 0.0 | 9.8
COc1ccc2c(c1)C=Cc1ccccc1O2 | -6.9 | -0.1 | 96.3 | 88.6 | 3.3 | 7.3 | 0.1 | 7.0 | 4.0
COc1cccc(OCC(=O)N2CCCc3ccccc32)c1 | 1.1 | 0.4 | 121.2 | 103.0 | -1.8 | 8.7 | 1.5 | 1.0 | 0.5
CCc1ccc(NC(=O)CSc2nc(O)cc(=O)n2C2CCCC2)cc1 | 0.0 | 0.3 | 98.2 | 99.4 | -4.6 | -4.1 | -5.1 | 1.0 | 1.9
O=C(N/N=C\c1ccncc1)c1ccccc1O | 2.8 | -0.7 | 101.2 | 102.0 | 3.0 | 13.7 | -1.0 | 2.0 | 1.3
Cc1cc(S(=O)(=O)N2CCCC(C)C2)ccc1-n1cnnn1 (stereo unspecified) | -5.7 | 2.6 | 104.3 | 102.1 | 3.1 | 2.7 | 16.7 | 2.0 | 4.2
CC(C)CCNC(=O)NC(=O)COC(=O)CCN=C1NS(=O)(=O)c2ccccc21 | 1.5 | 1.6 | 101.1 | 95.6 | -2.7 | 9.1 | 0.1 | 0.0 | 2.9
CC(=O)NNc1cc(C)nc(N)n1 | 9.3 | -4.8 | 100.4 | 96.8 | -0.6 | 9.6 | 1.4 | 0.0 | 4.8
CC(C)n1c(=S)[nH]c2cc(Cl)ccc21 | 9.2 | -3.8 | 105.0 | 95.0 | 7.8 | -18.6 | -16.9 | 3.0 | -12.7
Cc1ccc(NC(=O)Cc2ccccc2)c(C)c1 | 4.6 | 0.3 | 98.4 | 93.2 | 0.5 | 4.6 | -4.7 | 0.0 | 5.1
N#CCSc1ccsc1C(=O)Nc1ccc(F)cc1 | -3.7 | -0.5 | 97.5 | 105.6 | 7.8 | 2.7 | -0.3 | 4.0 | 7.5
CCN(CC(=O)Nc1c(F)cccc1F)C(=O)c1cccc(S(=O)(=O)N(C)c2ccccc2)c1 | 1.6 | -2.0 | 89.3 | 83.3 | -3.4 | -6.6 | -7.0 | 2.0 | -2.7
CC(C)C(C(=O)NCC1CCCO1)N(C(=O)CNS(=O)(=O)c1ccccc1)C1CCCCC1 (stereo unspecified) | 1.3 | 1.7 | 92.1 | 91.1 | 0.3 | -4.5 | 1.3 | 2.0 | 1.8
COc1cc2c(cc1OC)C(C)N(Cc1ccc3c(c1)OCO3)CC2 (stereo unspecified) | 1.2 | -3.0 | 93.5 | 90.5 | -1.8 | -19.4 | 9.2 | 3.0 | -14.2
CCCN(CCO)Cc1ccc(F)c(Br)c1 | 3.6 | 0.0 | 99.3 | 99.3 | 3.1 | -6.8 | 32.3 | 1.0 | 4.5
CC1(C)C2CCC1(C)C(OC(=O)CCn1ccnc1)C2 (stereo unspecified) | 3.1 | 2.6 | 85.7 | 94.3 | -4.3 | -3.8 | -5.8 | 0.0 | -2.5
Cc1cc(Cl)c(S(=O)(=O)NC(C)C)cc1OCC(N)=O | 2.0 | -1.7 | 90.9 | 95.9 | -7.5 | 1.5 | 17.5 | 26.0 | -1.1
Cc1cc(/C=C2/C(=O)NN(c3ccccc3)C2=O)c(C)n1-c1ccc(O)cc1 | 4.2 | 0.2 | 96.2 | 98.2 | 4.2 | 8.6 | 6.5 | 1.0 | 9.2
O=C(CCCn1cnc([N+](=O)[O-])n1)Nc1ccc(F)c(Cl)c1 | -1.4 | 1.8 | 110.7 | 107.9 | -0.2 | 5.5 | 7.9 | 2.0 | 3.9
O=C(O)CC(SCC(=O)Nc1ccc(Br)cc1)C(=O)O (stereo unspecified) | 6.6 | 2.2 | 101.7 | 101.0 | -0.3 | 10.6 | 3.9 | 4.0 | 5.2
COc1ccc(NC(=O)Cn2nnc(C(=O)NCCc3ccc(OC)c(OC)c3)c2N)cc1 | -5.4 | -0.3 | 90.8 | 97.5 | 3.3 | 5.5 | 17.8 | 0.0 | 8.5
O=C1C2=C(c3ccccc31)[N+](=O)C1CCCCC1N2[O-] (stereo unspecified) | -4.5 | -2.9 | 96.9 | 99.8 | -0.6 | -1.9 | -60.4 | 0.0 | 1.8
N/C(=N\OC(=O)CCn1cccc(C(F)(F)F)c1=O)c1ccc(OC(F)(F)F)cc1 | -1.7 | -1.6 | 103.5 | 104.3 | 10.8 | -2.1 | 0.0 | 0.0 | -0.6

Compounds were not picked by outcome. About 2.2% of those tested had a hit in this group.
